Screens from PubChem BioAssay.
GLP1R inv ag – inverse agonists of human GLP-1 receptor; P43220; HEK293 GLP-1R CRE-luciferase, luminescence, 24 h; GLP-1R form is constitutively active; Potency, µM (highest dose often 38.3 µM), without a hit: at the top dose activity change, negative = inhibition, hits mostly inhibitors; 410,000 tested, 1.6% active; AID 624417; further: on the % scale 0 is the no-effect control and ±100 the full control effect; nearly all actives have a fitted effect of over 55% in size
Target sequence (P43220 whole entry, looked up): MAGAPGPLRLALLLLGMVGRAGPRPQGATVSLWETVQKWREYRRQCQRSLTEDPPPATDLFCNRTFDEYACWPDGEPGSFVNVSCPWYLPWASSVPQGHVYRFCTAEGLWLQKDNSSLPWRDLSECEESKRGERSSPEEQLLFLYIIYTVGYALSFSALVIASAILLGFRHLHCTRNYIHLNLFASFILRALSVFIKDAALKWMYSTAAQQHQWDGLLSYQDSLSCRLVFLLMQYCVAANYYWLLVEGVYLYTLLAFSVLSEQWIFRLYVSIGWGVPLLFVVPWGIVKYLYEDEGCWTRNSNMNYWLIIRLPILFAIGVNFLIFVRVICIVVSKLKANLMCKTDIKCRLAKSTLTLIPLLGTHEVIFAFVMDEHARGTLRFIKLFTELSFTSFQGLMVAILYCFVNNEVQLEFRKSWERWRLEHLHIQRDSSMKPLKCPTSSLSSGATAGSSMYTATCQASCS
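Inverse agonism was detected as reduced cAMP-driven luciferase luminescence after 24 h compound treatment. The cells were HEK293 clones expressing constitutively active human GLP-1R with the reporter. Reporter-only and GPR119 cell lines served as counterscreen controls.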
HT1080 IDH1KD tx – toxicity to HT-1080 IDH1 knockdown cells (counter line) | HT-1080 IDH1 knockdown viability, ATP luminescence, 48 h | Potency, µM (doses to about 46.1 µM), without a hit: top-dose activity, negative = toxicity, hits mostly cytotoxic | 360,000 tested, 2% active;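 further: 0% = DMSO wells and -100% = cell-free medium wells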
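Knockdown cells (IDH1KD HT-1080) received compounds 2 h after plating at 750 cells/well and were kept 48 h at 37 °C in 5% FBS RPMI. A CellTiter-Glo luminescence read gave % activity for curve fitting.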
GLP1R ag – activates the human GLP-1 receptor; Potency, µM (series often up to 45.6 µM), for inactives: at the top dose activation, usual class: activators; 380,000 tested, 0.007% active; P43220; HEK293 GLP-1R CRE-luciferase, luminescence, 4-6 h; cells express a hypersensitive GLP-1R form; AID 624172; further: % of control where 0% means no effect
KB-V1 cytotox – kills drug-selected multidrug resistant KB-V1 cells; KB-V1 MDR cells viability, CellTiter-Glo, 72 h; AID 1347076; 400,000 tested, 3.4% active; Potency, µM (top dose mostly 46.1 µM), inactives show at the highest dose activity change, negative = cytotoxicity, actives largely listed as cytotoxic; further: on the % scale 0 is the no-effect control and ±100 the full control effect; nearly all actives have a fitted effect of over 60% in size
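Compound-treated KB-V1 multidrug-resistant cells, 72 h, 37 degrees C; viability by CellTiter-Glo. Fitted qHTS curves give the values.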
HEK293 tox – cytotoxic in the GLP-1 receptor inverse agonist counter-screen. HEK293 cAMP-luciferase reporter cells, luminescence, 24 h. Potency, µM (titrated, usually from 38.3 µM), for the others: at the highest dose activity change, negative = inhibition, hits mostly inhibitors. 410,000 tested, 0.13% active. AID 624418;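 further: loss of luciferase light is scored as toxicity; on the % scale 0 is the no-effect control and ±100 the full control effect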
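Quantitative HTS format, 1536 wells, 200 cells/uL seeded. Compounds: 23 nL, 24 h, 37 °C. Detection: luciferase reagent, luminescence at 12 min RT; decreased signal taken as cytotoxic.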
SW480 rereplic – DNA re-replication induction in SW480 cells | SW480 DNA re-replication, Hoechst DNA content imaging, 48 h | AID 624297 | Potency, µM (doses to about 46.1 µM), inactives show top-dose re-replication activation, actives largely listed as activators | 340,000 tested, 1.8% active; further: % of control where 0% means no effect; nearly all actives have a fitted effect of over 55% in size
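Quantitative HTS format with DMSO vehicle controls; 48 hr drug incubation at 37 C, then 40 min Hoechst staining and scanning imager measurement at 405 nm excitation.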
KB-3-1 cytotox – kills parental KB-3-1 adenocarcinoma cells | AID 1347075 | Potency, µM (titrated, usually from 46.1 µM), for inactives: top-dose activity change, negative = cytotoxic, hits mostly cytotoxic | 400,000 tested, 1.4% active | KB-3-1 viability, CellTiter-Glo ATP luminescence, 72 h; further: on the % scale 0 is the no-effect control and ±100 the full control effect; nearly all actives have a fitted effect of over 60% in size
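Viability of parental KB-3-1 cells, measured by CellTiter-Glo luminescence, followed a 72 h incubation at 37 °C with pinned compounds in phenol-red-free DMEM containing 10% FBS.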
HT1080NT lethal – kills 2HG-producing HT-1080-NT fibrosarcoma cells; 360,000 tested, 1.6% active; HT-1080-NT fibrosarcoma viability, CellTiter-Glo ATP luminescence, 48 h; Potency, µM (doses to about 46.1 µM), for the others: at the highest dose activity, negative = less viability, hits mostly cytotoxic; AID 686970;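 further: NT is the 2HG producing partner of a matched IDH1 knockdown line; 0% = DMSO-treated cells and -100% = media-only wells without cells; nearly all actives have a fitted effect of over 55% in size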
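Luminescent CellTiter-Glo readout after 48 hours of compound exposure at 37 degrees C defined viability of HT-1080-NT cells. Activity was normalized to DMSO wells and cell-free media wells; concentration-response curves were fitted and assigned curve classes.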
TDP43 rescue – inhibitors of TDP-43 toxicity in yeast. Potency, µM (series often up to 46.1 µM), for the others: at the highest dose growth rescue (activation), actives largely listed as activators. AID 652104. TDP-43 expressing yeast growth rescue, BacTiter-Glo, 24 h. 410,000 tested, 1.8% active; further: % of control where 0% means no effect; nearly all actives have a fitted effect of over 50% in size
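Cell-based yeast growth screen: TDP-43 expression induced in galactose, inoculum OD600=0.02 after raffinose pregrowth to mid-log. Read-out BacTiter-Glo luminescence at 24 hr, 30 deg C; inhibition of toxicity seen as signal increase.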
An asterisk follows results filed as active; ? = inconclusive; / = no result given; & = joins results of further samples; [ ] = remark or other dose. The call rests on the fitted dose curve; in most records, active means well fitted curve in the direction sought with a large enough effect; inconclusive means small, poorly fitted or top-dose-only effect, or another doubt; inactive means no such curve, though single readings can be large; an effect the other way counts as inactive or inconclusive. Potency means the concentration at half of the fitted maximal effect.

SMILES	GLP1R inv ag	HT1080 IDH1KD tx	GLP1R ag	KB-V1 cytotox	HEK293 tox	SW480 rereplic	KB-3-1 cytotox	HT1080NT lethal	TDP43 rescue
Cc1ccc(NC(=O)Cn2cnc3nc4c(cc3c2=O)CCCC4)cc1Cl	3%	/	/	-2%	-5%	/	10%	/	7%
CN1C(=O)/C(=C/c2ccccc2F)Sc2ccc(C(=O)NCC3CCCO3)cc21 (stereo not drawn)	?	?	5%	-22%	-7%	?	-12%	-10%	?
O=c1[nH]c2ccc(Br)cc2c(-c2ccccc2)c1N1CCOCC1	1%	7%	-7%	-5%	0%	-3%	8%	1%	11%
COc1ccc(S(=O)(=O)N2CCN(C)CC2c2ccccc2)cc1OC (stereo not drawn)	34%[activator]	0%	-2%	-6%	0%	-32%[inhibitor]	2%	9%	21%
O=S(=O)(c1cc(Cl)cc(Cl)c1)N1CCC2CC1c1cc(Cl)ccc12 (stereo not drawn)	3%	5%	11%	-26%	-11%	5%[9.22 µM]	-26%	5%	15%
CC/C(=N\Nc1ccc([N+](=O)[O-])cc1)c1ccccc1	?	-28%	9%	-2%	0%	?	0%	-24%	?
COc1cccc(CNc2nc3ccccc3n2C)c1O	-29%	-4%	4%	9%	7%	16%[1.84 µM]	-8%	-14%	/
CCn1cc(C(=O)OCc2cccc(Br)c2)c(=O)c2ccc(C)nc21	10%	0%	21%	?	0%	-7%	17%	0%	?
CCN(CC)CCCN(Cc1cc2cc3c(cc2[nH]c1=O)OCO3)C(=S)NCc1ccco1	?	-14%	5%	0%	-15%	?	9%	-26%	21%
CC(C)OCCCNc1ncnc2c1cnn2-c1ccccc1	7%	14%	-6%	15µM*	-21%	5%	10%	0%	?
Cc1ccc2nc(-c3ccccn3)oc2c1	?	?	-16%	-28%	31%[activator]	-4%[9.22 µM]	-14%	?	-18%
C/C(=N\Nc1nc2ccccc2[nH]1)c1ccc(C)o1	?	-1%	?	?	?	0%	-3%	10%	16%
CCc1cccc(NC(=S)N2CCC(c3ccccc3)C2)c1 (stereo not drawn)	?	0%	22%	4%	?	21%	-4%	-4%	-12%
COc1ccc(NC(=O)CSc2nnc(-c3ccccc3)n2Cc2ccco2)cc1OC	-2%	-1%	7%	4%	4%	1%	1%	0%	-20%
Cc1ccc(-n2ncc3c(SCc4cccnc4)ncnc32)c(C)c1	?	?	4%	5.8µM*	-3%	2%	0%	?	11%
CC(=O)Nc1nonc1-c1nnc(SCc2ccc(F)cc2Cl)n1C	16%	/	/	-12%	-2%	/	-8%	/	25%[9.22 µM]
COC(=O)c1ccc(-c2ccc(F)cc2)nc1C	28%	25%	11%	8%	-18%	29µM*	6%	27%	3%
CCOc1ccc(NC(=O)CSc2nc3c(oc4ccccc43)c(=O)n2CCOC)cc1	9%	/	/	-11%	-4%	/	10%	/	4%
O=C1NC(c2ccccc2)=N/C1=C/c1ccco1	15%	-23%	10%	3%	?	2%	-5%	-30%	-1%
COc1ccccc1CNC(=O)c1cc2ccccc2o1	?	1%	7%	?	4%	?	-7%	2%	6%
Cc1ccc(CNC(=O)C2CCN(C(=O)Nc3ccccc3)CC2)cc1	-3%	8%	10%	10%	15%	15%	1%	6%	-5%
Cc1cccn2c(=O)c3cc(C#N)c(=NC(=O)c4ccco4)n(Cc4ccco4)c3nc12	6%	?	10%	14%	77%[activator]	8%	?	8%	-18%[1.82 µM]
Cc1ccc(C)c(N2CCN(C(=O)Cn3cnc4onc(-c5ccc(F)cc5)c4c3=O)CC2)c1	?	/	-6%	-3%	17%	/	-3%	/	?
COc1ccc(-c2nnc(-c3ccc(F)cc3)o2)cc1	50%[activator]	22%	1%	0%	10%	-3%	3%	?	12%
COc1ccccc1NC(=O)C(C)Sc1nnc2ccccn12 (stereo not drawn)	1%	1%	0%	7%	10%	0%	-14%	-1%	-14%
COc1ccc(CNC(=O)CSc2ncn[nH]2)cc1OC	13%	15%	7%	7%	1%	-9%	10%	-1%	-11%
CCc1nnc(NC(=O)c2cc(OC)c(OC)cc2[N+](=O)[O-])s1	18%	4%	-3%	-14%	9%	-1%	25%	4%	10%
CCc1c(C#N)c(=O)[nH]c(=O)n1-c1ccccc1	-8%	0%	-8%	15%	15%	-3%	0%	-7%	2%
Cc1c2cnn(CC(=O)N3CCCCC3)c(=O)c2c(C)n1Cc1ccc(F)cc1	2%	/	/	-5%	8%	/	-6%	/	14%
COc1ccc(C2C(C(=O)OCC(=O)N3CCCCC3)CCC(=O)N2c2ccc(OC)cc2)cc1 (stereo not drawn)	4%	-6%	-10%	1%	0%	0%	-3%	-5%	12%
CCCC(C)C(=O)Nc1ccccc1C(=O)OCC (stereo not drawn)	-1%	4%	2%	-7%	-11%	3%	?	-6%	-17%
COCCN(C(=O)COC(=O)CCC(=O)c1ccc(C)cc1)c1c(N)n(Cc2ccccc2)c(=O)[nH]c1=O	5%	9%	-1%	9%	7%	-4%	14%	1%	10%
CC(=O)N1CCCc2cc(S(=O)(=O)N3CCCC(C(=O)N4CCN(c5cc(C)ccc5C)CC4)C3)ccc21 (stereo not drawn)	?	?	2%	?	-20%&-8%	?	?	?	-8%&2%
CCOC(=O)C1CCN(C(=S)Nc2cc(C)ccc2C)CC1	-1%	11%	-2%	-5%	-22%	-3%	1%	16%	7%
OCC1OC(n2cnc3c(=S)nc[nH]c32)CC1O (stereo not drawn)	4%	?	1%	?	-20%	4%	?	-18%	14%
CN(C)c1ccc(CNC(=O)CCS(=O)(=O)c2ccc3c(c2)oc(=O)n3C)cc1	-5%&-3%	0%	-6%	?	-26%&-3%	-4%	3%&-18%	10%	13%&-7%
Cc1c(Cl)cccc1NC(=O)CCS(=O)(=O)c1ccc2c(c1)CC(=O)N2C	0%	/	/	5%	4%	/	-3%	/	6%
NC(=O)Cn1cnc2c(nnn2-c2cccc(Cl)c2)c1=O	19%	15%	-1%	?	20%	-17%	8%	13%	5%
Cc1ccc(N=C2NC(=O)CS2)c(C)c1	2%	7%	0%	8%	-1%	0%	3%	9%	0%
Cc1ccc(NC(=O)C[n+]2ccccc2)cc1C	6%	-2%	-5%	6%	-2%	3%	0%	-3%	11%
O=C(CCNC(=O)c1ccccc1Cl)NCC1CCCO1 (stereo not drawn)	6%	-1%	0%	13%	-1%	-11%	8%	11%	-9%
COCc1cc(=O)[nH]c(=S)[nH]1	8%	3%	-11%	3%	15%	-34%[inhibitor]	-4%	6%	-3%
CCN1CCCc2cc(CN(CCN3CCOCC3)C(=S)Nc3ccc(C)cc3)ccc21	?	-16%	11%	?	-26%	16%	-6%	0%	-20%
CN(C(=O)c1ccc(NC(=O)Cc2cccc(NC(=O)C3CCN(C(=O)C4CCC4)CC3)c2)cc1)C1CC1	14%	-10%	6%	0%	7%	3%	0%	0%	11%
Cc1[nH]c2ccc(OC(=O)N3CCOCC3)cc2c1C(=O)OC(C)C	13%	-15%	16%	0%	-16%	-2%	-23%	-12%	-27%
O=C(O)C1CCCCN1S(=O)(=O)c1ccccc1 (stereo not drawn)	0%	0%	-19%	?	34%	-7%	-2%	-3%	-9%
C=Cc1ccc(Cn2c(C(=O)O)c(CNC3CCCCC3)c3ccc(OC)cc32)cc1	14%	/	2%	21%	-15%	/	0%	/	-7%
CCC(C(=O)Nc1cccc(C(=O)O)c1)c1ccccc1 (stereo not drawn)	8%	9%	9%	0%	13%	1%	24%	0%	-15%
COc1ccc(C(=O)CSc2nnc(CNC(=O)c3ccco3)n2C)cc1OC	20%	6%	23%	8%	-10%	2%	-3%	4%	-6%
CCOc1ccc2nc(NC(=O)c3ccc(S(=O)(=O)N4CCOCC4)cc3)sc2c1	9%	-18%	3%	-18%	-7%	1%	17%	-7%	6%

3 entries already listed, ordered by the value under SW480 rereplic, lowest first:
Compound | GLP1R ag | SW480 rereplic
Cc1[nH]c2ccc(OC(=O)N3CCOCC3)cc2c1C(=O)OC(C)C | 16% | -2%
COc1ccc(C(=O)CSc2nnc(CNC(=O)c3ccco3)n2C)cc1OC | 23% | 2%
CN(C(=O)c1ccc(NC(=O)Cc2cccc(NC(=O)C3CCN(C(=O)C4CCC4)CC3)c2)cc1)C1CC1 | 6% | 3%

Next part
SMILES	GLP1R inv ag	HT1080 IDH1KD tx	GLP1R ag	KB-V1 cytotox	HEK293 tox	SW480 rereplic	KB-3-1 cytotox	HT1080NT lethal	TDP43 rescue
C=CCn1c(COc2ccc(F)cc2)nnc1SCC(=O)c1c[nH]c2c(CC)cccc12	?	6%	-12%	13µM*	7%	1%	0%	2%	-10%
CC(N)c1csc(Nc2cc(Oc3ccccc3)ncn2)n1 (stereo not drawn)	?	-22%	-5%	-2%	-10%	/	0%	?	25%
C[C@@H]1CN([C@H](C)CO)C(=O)CCCn2nncc2CO[C@H]1CN(C)CC1CC1	4%	22%	7%	5%	6%	/	0%	20%	12%
O=C(c1ccc(F)cc1)C1CCN(Cc2ccc(F)cc2)CC1	?	1%	14%	?	-8%	0%	-15%	2%	-11%[1.82 µM]
Nc1c(S(=O)(=O)c2cccs2)c2nc3ccccc3nc2n1Cc1ccc2c(c1)OCO2	-1%	?	1%	?	?	?	3%	?	-19%
N#C/C(=C\c1ccccc1C(F)(F)F)C(=O)Nc1ccccc1F	-6%	7%	-6%	-13%	-5%	?	1%	7%	?
CN1C(=O)c2oc3ccccc3c(=O)c2C1c1cccnc1 (stereo not drawn)	14%	6%	0%	3%	-2%	-18%	-4%	2%	-6%

Records above shown as hits in SW480 rereplic.
Molecule	GLP1R ag	SW480 rereplic
COC(=O)c1ccc(-c2ccc(F)cc2)nc1C	11%	29µM*
